GPR151 ag = human GPR151 activation. Q8TDV0. PathHunter beta-arrestin GPR151 cells, luminescence. activation, % at 11.2 µM. hit rate 1% among 650,000. AID 1508602; in the data active = activation above about 4.9%;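 note: 0% = median of compound wells and 100% = cells with positive control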
Target sequence (Q8TDV0 whole entry, looked up): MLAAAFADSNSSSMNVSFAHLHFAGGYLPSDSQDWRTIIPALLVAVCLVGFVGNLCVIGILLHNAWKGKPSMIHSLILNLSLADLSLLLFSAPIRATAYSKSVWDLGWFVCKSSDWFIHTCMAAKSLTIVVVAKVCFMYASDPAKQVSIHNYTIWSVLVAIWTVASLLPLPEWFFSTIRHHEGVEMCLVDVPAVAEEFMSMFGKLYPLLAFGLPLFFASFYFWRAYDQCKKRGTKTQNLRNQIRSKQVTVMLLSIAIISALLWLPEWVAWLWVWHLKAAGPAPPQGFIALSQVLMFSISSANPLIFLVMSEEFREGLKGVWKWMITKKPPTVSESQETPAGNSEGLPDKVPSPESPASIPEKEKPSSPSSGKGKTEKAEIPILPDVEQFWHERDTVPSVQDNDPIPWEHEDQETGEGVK
MITF inh = human MITF inhibition, primary screen. O75030. AlphaScreen MITF homodimerization, bead proximity signal. inhibition, % at 2.6 µM. hit rate 0.91% among 650,000; in the data active = inhibition above about 50%;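 note: 0% = vehicle wells with protein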
FBW7 act = human FBW7 E3 ligase activation, primary screen | Q969H0 | AlphaScreen FBW7–phospho-cyclin E peptide binding, activator screen | normalized activity (activation), % at 26.1 µM | hit rate 0.13% among 650,000 | AID 1259310; in the data active = normalized activity above about 1.9%;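 note: purified mutant Fbw7 with reduced substrate affinity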
Target sequence (Q969H0 whole entry, looked up): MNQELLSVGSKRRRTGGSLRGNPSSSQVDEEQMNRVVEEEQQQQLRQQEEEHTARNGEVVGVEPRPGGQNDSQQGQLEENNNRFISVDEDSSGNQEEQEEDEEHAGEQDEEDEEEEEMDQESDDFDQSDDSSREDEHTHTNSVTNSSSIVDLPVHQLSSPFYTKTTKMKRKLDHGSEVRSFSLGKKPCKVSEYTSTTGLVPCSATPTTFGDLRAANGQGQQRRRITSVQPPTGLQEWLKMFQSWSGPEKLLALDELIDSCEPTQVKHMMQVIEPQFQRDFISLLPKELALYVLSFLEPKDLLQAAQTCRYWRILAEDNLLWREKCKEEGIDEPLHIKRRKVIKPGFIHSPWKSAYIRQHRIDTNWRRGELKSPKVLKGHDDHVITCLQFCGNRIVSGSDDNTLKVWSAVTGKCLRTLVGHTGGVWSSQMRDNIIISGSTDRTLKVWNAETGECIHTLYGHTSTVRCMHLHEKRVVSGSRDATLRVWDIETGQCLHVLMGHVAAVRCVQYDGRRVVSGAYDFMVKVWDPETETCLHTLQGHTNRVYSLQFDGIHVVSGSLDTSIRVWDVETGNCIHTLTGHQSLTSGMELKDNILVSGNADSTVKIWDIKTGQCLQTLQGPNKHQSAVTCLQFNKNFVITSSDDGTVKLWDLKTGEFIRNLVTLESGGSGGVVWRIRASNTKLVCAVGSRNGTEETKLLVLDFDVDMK
TEAD-YAP inh = TEAD-YAP interaction inhibition; inhibition, % at 9.12 µM; hit rate 1.4% among 640,000; HEK-TIYL cells, TEAD-Gal4/YAP UAS-luciferase luminescence; in the data active = inhibition above about 32%;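 note: 0% = median of test compound wells and 100% = reference inhibitor wells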
Active calls of the source: *; & = joins results of further samples. No enrichment for hits (roughly 3.5% active in at least one column).

SMILES	GPR151 ag	MITF inh	FBW7 act	TEAD-YAP inh
CN(Cc1ccccc1)C(=O)Cn1c2ccccc2c(=O)c2ccccc21	-0.3	9	0.0	6
NC(=O)C1(N2CCCCC2)CCN(C2CC(=O)N(c3ccc(Cl)c(Cl)c3)C2=O)CC1 (centres undefined)	-0.6	20	1.4	-11
O=C(Oc1ccc2c(c1)C(=O)N(c1cccc([N+](=O)[O-])c1)C2=O)c1ccc([N+](=O)[O-])cc1	0.4	-5	-0.1	-3
O=C(CSc1nc2ccc(N3CCCCC3)cc2c(=O)n1Cc1ccccc1)c1ccc(Cl)cc1	-1.7	-3	0.0	-3
CCOC(=O)C1=C(c2ccccc2)NC(=S)NC1c1cc([N+](=O)[O-])ccc1OC (centres undefined)	-1.1	17	0.1	3
COC(=O)c1ccccc1NC(=O)CSCC(=O)Nc1ccc(F)cc1	-2.5	1	0.5	-20
Cc1ccc(NC(=O)Cn2c(C)c3cnn(-c4ccccc4)c(=O)c3c2C)cc1C	0.8	16	0.2	11
COc1ccc(/C=C2\N=C(c3cccc(I)c3)OC2=O)cc1[N+](=O)[O-]	14*	-4	-0.2	1
O=[N+]([O-])c1ccc(N2CCOCC2)s1	0.5	4	-0.1	-1
CCOC(=O)C1=C(C)NC(=S)NC1c1cc(OC)c(OC)c(OC)c1 (centres undefined)	-0.1	-2	0.1	0
COc1ccc(/C=C(\C#N)c2nc(-c3ccc(Cl)cc3)cs2)cc1	-0.8	-2	-0.1	-5
O=C(Cn1nc(-c2ccc(F)cc2)ccc1=O)NCc1ccccc1	-0.5	-12	0.1	-11
CC(=O)c1cc(-c2ccccc2)n(CC(=O)N2CCN(C3CCCCC3)CC2)c1C	1.0	15	0.5	3
COc1nn(C)cc1C(=O)N1CCC(C(=O)N2CCC3(CC2)OCCO3)CC1	-0.7	14	0.3	11
O=C(O)c1ccc(/C=N/NC(=O)c2cc(-c3ccc4ccccc4c3)n[nH]2)cc1	2.5	0	-0.1	-13
Brc1ccccc1-c1nnc2sc(-c3cccnc3)nn12	1.0	-19	-0.1	6
CCCCCOC(=O)c1c(C)oc2ccc(NS(=O)(=O)c3ccc4c5c(cccc35)C(=O)N4)cc12	0.1	2	-0.2	3
CC(=O)Nc1ccc(S(=O)(=O)N2CCN(Cc3cccc(C)c3)CC2)cc1	-1.4	48	0.1	10
CCOc1ccc(CNCc2ccc(C(=O)O)s2)cc1	-0.3	-11	-0.4	-8
CN1CCN(c2nc(-c3cccc(OC(F)(F)F)c3)cnc2N)CC1	-0.1	19	0.3	-2
COC(=O)c1ccccc1NC(=O)c1ccc(CN(c2ccc(C)c(C)c2)S(C)(=O)=O)cc1	0.0	21	0.4	-3
CC(C)C[C@H]1C(=O)N2CCN(Cc3ccccc3Cl)C[C@@H]2C(=O)N1C	0.6	14	0.1	12
COc1ccc(/C=N/S(=O)(=O)c2cccnc2)cc1OC	-1.1	-13	-0.1	-6
CC(C)(C)c1ncn(-c2ccc(Nc3nccc(-c4cn[nH]c4)n3)cc2)n1	-0.1	2	-0.1	63*
CCN(CC)S(=O)(=O)c1ccc(CN)cc1	0.4	-1	-0.1	7
Cc1ccc(NC(=O)CCN2CCOCC2)cc1	-1.8	12	0.1	0
O=C(NCc1ccco1)c1ccccc1-c1nc(-c2ccc(Cl)cc2)no1	0.7	3	-0.4	-3
COc1ccc(CSc2nc3ccc(I)cc3c(=O)n2-c2ccccc2)cc1	1.0	-16	-0.1	-5
O=C1c2ccccc2C(=O)N1CNc1cccc(Br)c1	-0.3	-11	0.0	-8
CCOC(=O)N1CCN(C2CC(=O)N(c3ccc(OC)cc3OC)C2=O)CC1 (centres undefined)	-0.5	12	0.4	7
Nn1c(SCC(=O)Nc2ccc(Br)cc2)nnc1-c1ccc(F)cc1	4.4	-2	-0.1	4
c1ccc(CN2CCC(Nc3ncnc4nc(N5CCOCC5)[nH]c34)CC2)cc1	-0.6	14	-0.1	-7
COc1ccc(C2C(C(=O)Nc3ccccc3OC)c3ccccc3C(=O)N2c2ccc(OC)cc2)cc1 (centres undefined)	-0.6	16	0.1	6
O=C(CC1C(=O)N(c2cccc(C(F)(F)F)c2)C(=S)N1CCc1ccccc1)Nc1ccccc1 (centres undefined)	-1.6	-5	-0.2	7
COC(=O)c1cc(Cl)c(C(=O)OC)cc1Cl	-0.7	-72	-0.1	-8
CCOc1ccccc1NC(=O)CCc1nnc2ccc(N(CC)CC)nn12	1.5	9	-0.1	17
CCOC(=O)C1CCN(S(=O)(=O)c2ccc(Br)c(OCC)c2)CC1	0.2	0	0.0	-2
O=C(CN1CCCC1)Nc1ccc(NC(=O)NC2CCCCC2)cc1	3.8	-6	-0.2	-41
Oc1c(Cl)cc(Cl)c2c1NCCC2	0.3	4	0.0	1
COc1ccc(N2CCN(Cc3ccsc3)CC2)cc1	-1.2	67*	0.6	-1
CN1CCN(Cc2cc(Cl)c3cccnc3c2O)CC1	0.2	79*	-1.2	54*
O=C1c2ccccc2S(=O)(=O)NN1Cc1nc2ccccc2s1	0.2	4	0.2	-19
COc1ccc(NC(=S)c2ccccc2)cc1	0.5	4	-0.1	-54
CCSc1nc(C)c(CC)c(C)c1C(N)=O	-1.2	1	0.1	5
CC1=CC(=C(C#N)C#N)C=C(C)N1c1cccnc1	-0.1	-5	0.0	7
CN1CCN(C(=S)C(=O)NCc2ccccc2)CC1	2.5	2	0.0	-1
O=C(O)CN1CC2([N+](=O)[O-])C=CC(=O)C([N+](=O)[O-])(C1)C2CC(=O)c1ccccc1 (centres undefined)	-0.6	8	-0.1	2
CC1(C)Cn2c(nnc2-c2ccccc2)S1	-1.2	-16	0.0	1
COc1ccccc1N(CC(=O)NCc1ccco1)C(=O)CCC(=O)Nc1ccccn1	-0.3	7	0.0	-1
Cc1cc(C)cc(NC(=S)N2CCOCC2)c1	-0.6	2	0.1	0
COc1ccccc1C1(O)CC2CCC(C1)N2c1nc(C)cc(N(C)C)n1 (centres undefined)	-0.3	20	0.6	10
COC(=O)/C(=C\C(=O)c1ccc(Cl)cc1)Nc1ccccc1	-0.8	0	0.0	4
CS(=O)(=O)N(CC(=O)Nc1ccccc1Cl)c1ccc(Br)cc1	0.1	0	-0.1	-14
CCCCNC(=O)NNc1nc(Cl)cc(C)c1C#N	1.2	0	0.0	7
COCC(=O)NC(c1nnc2n1CCN(Cc1cc(OC)cc(OC)c1)CC2)C(C)C (centres undefined)	-1.5	-7	-0.1	14
Clc1ccc(C2CC(c3cccc(Br)c3)Nc3ncnn32)cc1 (centres undefined)	0.0	9	-0.1	8
O=c1c(Oc2ccccc2)coc2cc(O)ccc12	-1.2	17	0.1	4
COc1ccc(-c2nnc(SCC(=O)Nc3ccc(F)c(Cl)c3)o2)cc1	5.0*	-4	-0.1	-46
Cc1ccc(S(=O)(=O)C(CNC(=O)c2cccc(F)c2)c2ccco2)cc1 (centres undefined)	1.6	-3	-0.3	-4
COc1ccc(OC)c(CCNC(=O)c2nc(-c3cccnc3)no2)c1	-2.1	4	0.4	7

15 structures already listed, ordered by length of the SMILES, highest first:
SMILES	GPR151 ag	MITF inh	FBW7 act	TEAD-YAP inh
O=C(O)CN1CC2([N+](=O)[O-])C=CC(=O)C([N+](=O)[O-])(C1)C2CC(=O)c1ccccc1 (centres undefined)	-0.6	8	-0.1	2
COCC(=O)NC(c1nnc2n1CCN(Cc1cc(OC)cc(OC)c1)CC2)C(C)C (centres undefined)	-1.5	-7	-0.1	14
COc1ccccc1N(CC(=O)NCc1ccco1)C(=O)CCC(=O)Nc1ccccn1	-0.3	7	0.0	-1
Cc1ccc(S(=O)(=O)C(CNC(=O)c2cccc(F)c2)c2ccco2)cc1 (centres undefined)	1.6	-3	-0.3	-4
COc1ccccc1C1(O)CC2CCC(C1)N2c1nc(C)cc(N(C)C)n1 (centres undefined)	-0.3	20	0.6	10
CS(=O)(=O)N(CC(=O)Nc1ccccc1Cl)c1ccc(Br)cc1	0.1	0	-0.1	-14
COC(=O)/C(=C\C(=O)c1ccc(Cl)cc1)Nc1ccccc1	-0.8	0	0.0	4
Clc1ccc(C2CC(c3cccc(Br)c3)Nc3ncnn32)cc1 (centres undefined)	0.0	9	-0.1	8
O=C1c2ccccc2S(=O)(=O)NN1Cc1nc2ccccc2s1	0.2	4	0.2	-19
CC1=CC(=C(C#N)C#N)C=C(C)N1c1cccnc1	-0.1	-5	0.0	7
CN1CCN(Cc2cc(Cl)c3cccnc3c2O)CC1	0.2	79*	-1.2	54*
CCCCNC(=O)NNc1nc(Cl)cc(C)c1C#N	1.2	0	0.0	7
Cc1cc(C)cc(NC(=S)N2CCOCC2)c1	-0.6	2	0.1	0
CC1(C)Cn2c(nnc2-c2ccccc2)S1	-1.2	-16	0.0	1
COc1ccc(NC(=S)c2ccccc2)cc1	0.5	4	-0.1	-54

The listing continues.
SMILES	GPR151 ag	MITF inh	FBW7 act	TEAD-YAP inh
COc1ccc(CCCc2n[nH]c(=S)o2)cc1C	-1.2	1	-0.4	6
CC(C)(C)n1nnnc1C(c1ccc(Cl)cc1)N1CCOCC1 (centres undefined)	0.2	1	-0.3	20
CCC(C)NC(=O)Cc1c(C)nc2c(-c3ccccc3)c(C)nn2c1C (centres undefined)	0.3	-1	0.0	1
CCCc1cc(=O)[nH]c(SCC(=O)N2CCCCC2CC)n1 (centres undefined)	2.0	8	0.0	-2
O=C(NCC1(N2CCCCC2)CCCCC1)c1cccc(-n2cnnn2)c1	0.3	-9	0.0	-4
c1ccc(-c2nnc(Nc3ccc4c(c3)OCCO4)c3ccccc23)cc1	2.0	-4	-0.1	-25
Cc1c(C(=O)NCc2ccco2)sc2ncn(Cc3ccccc3Cl)c(=O)c12	-0.2	9	-0.1	0
O=C(NCCc1ccccc1)C1CCN(C(=O)N2CCOc3ccccc32)CC1	-2.1	9	0.4	2
COc1ccc(F)c(CN2CCN(Cc3ccc(F)c(F)c3)C(CCO)C2)c1 (centres undefined)	-0.1	0	0.0	1
Cc1ccc(C(=O)c2sc3nc4c(c(-c5ccc(C)o5)c3c2N)CCCC4)cc1	0.1	-7	-0.1	-4
Cc1cc(C)n(CCC(=O)NCC2Cc3cc(-c4cnc5ccccc5c4)cc(F)c3O2)n1 (centres undefined)	-0.3	-5	0.2	-17
O=C(CCS(=O)(=O)c1ccccc1)NNC(=O)c1cc(-c2ccccc2)n[nH]1	3.9	-13	0.1	-1
CS(=O)(=O)c1nc(-c2ccccc2)[nH]c1S(=O)(=O)c1ccc2ccccc2c1	1.8	1	-0.1	-7
CNC(=O)C(=O)NCCN1CCN(C(=O)c2cccc([N+](=O)[O-])c2)CC1	2.5	1	-0.1	-1
COC(=O)c1c(NC(=O)c2ccc(C(C)(C)C)cc2)sc2c1C(C(=O)OC)CC2 (centres undefined)	-0.3	14	0.0	2
Cc1ccc2c(c1)=C(c1sc(=S)n(CC(=O)O)c1O)C(=O)N=2	1.9&0.9	4&0	-0.1&0.0	9&3
CCOC(=O)c1c(NC(=O)c2ccccc2[N+](=O)[O-])sc2c1CCCCC2	-1.1	13	0.2	-5
Cc1ccccc1-c1nnc2sc(NC(=O)COc3ccc(F)cc3)nn12	-0.4	6	-0.2	-2
CCCOC(=O)CSC1=C(C#N)C(c2ccc(OC)c(OC)c2)C(C(=O)Nc2ccccc2)=C(C)N1 (centres undefined)	-0.2	12	0.2	-3
N#Cc1ccc(OC(=O)/C=C/c2ccc(Cl)cc2Cl)cc1	0.6	-11	-0.1	-13

Three of the compounds above, with each value named:
O=C(CCS(=O)(=O)c1ccccc1)NNC(=O)c1cc(-c2ccccc2)n[nH]1
  GPR151 ag = 3.9
  MITF inh = -13
  FBW7 act = 0.1
  TEAD-YAP inh = -1

CS(=O)(=O)c1nc(-c2ccccc2)[nH]c1S(=O)(=O)c1ccc2ccccc2c1
  GPR151 ag = 1.8
  MITF inh = 1
  FBW7 act = -0.1
  TEAD-YAP inh = -7

CNC(=O)C(=O)NCCN1CCN(C(=O)c2cccc([N+](=O)[O-])c2)CC1
  GPR151 ag = 2.5
  MITF inh = 1
  FBW7 act = -0.1
  TEAD-YAP inh = -1

(continued)
SMILES	GPR151 ag	MITF inh	FBW7 act	TEAD-YAP inh
COc1ccc(CN2Cc3ccccc3C2)cc1	0.4	6	0.8	0
COc1ccc(-c2[nH]c(=S)[nH]c(=O)c2C#N)cc1OC	1.4	3	0.1	-6
COC(=O)c1scc(C)c1NC(=O)c1sc2ncn(C)c(=O)c2c1C	-1.4	-6	0.2	-2
CCCNS(=O)(=O)c1ccc(CCC(=O)Nc2ccc3c(c2)OCO3)cc1	-0.8	6	0.0	-7
COc1cccc(C(=O)N2CCC(N3CC(C)CC(C)C3)CC2)c1 (centres undefined)	0.8	61*	0.1	1
CCN(CC)CCCN=Cc1c(O)[nH]c2ccccc12	1.3	12	0.0	-15
COc1cccc(C2C3=C(Nc4c2c(=O)n(C)c(=O)n4C)c2ccccc2C3=O)c1OC (centres undefined)	-0.7	8	0.1	0
COCCn1c(=S)[nH]c2cc(C(=O)NCc3ccc(C)cc3)ccc2c1=O	0.2	62*	-0.1	-5
NC(=O)C1CCN(C(=O)CSc2c3c(nc4ccccc24)CCCC3)CC1	0.0	9	0.4	-17
CCOC(=O)C(C)Sc1nnc(CNC(=O)C23CC4CC(CC(C4)C2)C3)n1CC (centres undefined)	0.9	18	0.1	3
COC(Cn1c(-c2ccccc2)n[nH]c1=S)OC	-0.1	11	0.7	15
C#CCN(CC=C)C(=O)c1ccc(OC2CCN(S(=O)(=O)N(C)C)CC2)cc1	-0.5	8	0.2	2
Cc1c(Cl)cccc1N(CC(=O)NC1CCCCCC1)S(C)(=O)=O	0.0	-9	-0.2	1
N#Cc1ccc(NC(=O)c2cc3c(=O)n4ccccc4nc3s2)cc1	2.1	4	0.0	-2
Cc1nc2sccn2c1-c1csc(Nc2ccc(O)cc2)n1	-0.1	-16	-0.1	18
COC(=O)C1=CN(CC2CCCO2)C=C(C(=O)OC)C1c1ccc(Cl)c([N+](=O)[O-])c1 (centres undefined)	0.0	9	0.0	-11
